# High-throughput results: PubChem, several laboratories
# FXIIa inh: human FXIIa protease inhibitors, primary screen, biochemical, 1536-well. Coagulation factor XII (Homo sapiens), P00748. purified FXIIa, Boc-QGR-AMC fluorogenic substrate, 2 h. inhibition, % at 5 µM. 0.3% of 220,000 active. AID 800, 2007; in the data active = inhibition above about 40%;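 also: 0% = enzyme with no compound and 100% = blank without enzyme; many of its hits are not listed in these tables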
# p97 ATPase inh: inhibitors of human p97 ATPase, primary screen, biochemical; Transitional endoplasmic reticulum ATPase (Homo sapiens), P55072; recombinant p97 ATPase, Kinase-Glo ATP luminescence, 3 h; inhibition, % at 8 µM; 0.42% of 220,000 active; AID 1481, 2009; in the data active = inhibition above about 15%;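 also: 0% = DMSO vehicle and 100% = wells lacking enzyme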
# 14-3-3 Bad inh: inhibitors of 14-3-3 zeta/Bad binding, primary screen, biochemical, TR-FRET, bovine 14-3-3 zeta | 14-3-3 protein zeta/delta (Bos taurus), P63103 | TR-FRET 14-3-3zeta/Dy647-pBad peptide displacement, 1 h | inhibition, % at 21.7 µM | 0.71% of 220,000 active;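 active = inhibition above about 70%, limit read from the data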;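 also: 0% = full 14-3-3 plus peptide FRET controls and 100% = background without 14-3-3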
# Mdm2 ligase inh: MDM2-luciferase reporter signal enhancers, primary screen, MDM2 E3 ligase inhibitor project, cell-based, luminescence, 1536-well. E3 ubiquitin-protein ligase Mdm2 (Homo sapiens), Q00987. cell-based MDM2 ubiquitination luciferase reporter, 2 h; 0 = plate control, 100 = twice control, blank-subtracted. signal enhancement, % at 5 µM. 0.11% of 210,000 active. AID 1230, 2008;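 active = signal enhancement of 30% or more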;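 also: luminescence tracks abundance of the self-degrading MDM2-luciferase fusion protein; higher signal means inhibition of MDM2 E3 ligase activity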
#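 Material: stable MDM2–luciferase fusion reporter cells / Quantity: 2000 cells/well / Dosing: single 5 µM compound dose, 0.2% final DMSO / Buffer or medium: DMEM / Schedule: 4 h cell settling then 2 h compound exposure, 37 °C / Detection: luminescence with SteadyLite reagent, 15 min at room temperature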
# Rad51 HR inh: human RAD51 strand exchange inhibitors, primary screen, biochemical, fluorescence; DNA repair protein RAD51 homolog 1 (Homo sapiens), Q06609; hRad51 DNA strand exchange, fluorescence dequenching; inhibition, % at 10 µM; 0.085% of 200,000 active; AID 1385, 2008;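 active = inhibition above 40% at the single screening dose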;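 also: 0% = DMSO control wells and 100% = blanks with heterologous ssDNA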
#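 material = hRad51 filaments on single-stranded DNA | reagent = Donor/quencher-labelled 47-bp dsDNA substrate | compound = 10 µM final, single point | schedule = strand-exchange reaction 15 min at room temperature | measured by = fluorescein emission 520 nm, excitation 485 nm | read-out basis = % inhibition versus plate control and blank means | benchmarks = plate controls and plate blanks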
# KLK5 inh: human KLK5 protease inhibitors, primary screen, biochemical, 1536-well; Kallikrein-5 (Homo sapiens), Q9Y337; recombinant hK5, fluorogenic AMC substrate cleavage; inhibition, % at 5 µM; 0.59% of 210,000 active;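 active = inhibition of 40% or more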;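 also: 0% = enzyme controls without compound and 100% = no-enzyme blanks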
# Wee1 stabilizer: Wee1 degradation inhibitors, primary screen, cell-based, HeLa, Wee1K328M-luciferase, luminescence; Wee1-like protein kinase (Homo sapiens), P30291; HeLa Luc-Wee1K328M stability; 100% = proteasome inhibitor MG132 effect; reporter increase, % at 5 µM; 1.2% of 220,000 active;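 active = activation above the mean of all tested compounds plus 3 SD, set per screening run, cut at about 8.8% in these data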;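 also: cells exposed to compound for 20 h before luminescence read; 0% = DMSO alone and 100% = MG132 at 30 µM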
# FXIa inh 1536: human FXIa protease inhibitors, primary screen, biochemical, 1536-well | purified FXIa, Boc-Glu-Ala-Arg-AMC fluorogenic substrate | inhibition, % at 5 µM | 0.14% of 220,000 active;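 active = inhibition of at least 40%; inactive = inhibition below 40%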;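 also: fluorescence of freed AMC excited at 355 nm; 0% = enzyme without compound and 100% = no enzyme blank; many of its hits are not listed in these tables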
# eIF4E 4G PPI: eIF4E–eIF4G protein interaction inhibitors, primary screen, biochemical, uHTS, TR-FRET, eIF4GI fragment | Eukaryotic translation initiation factor 4E (Mus musculus) + Eukaryotic translation … | TR-FRET eIF4E-eIF4GI(517-606) binding, 2 h | inhibition, % at 21.7 µM | 0.37% of 220,000 active | AID 782, 2007;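 active = inhibition above about 30%, limit read from the data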;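 also: 0% = full FRET control wells and 100% = background wells lacking eIF4GI fragment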
# * hit, by the source's call; nt = no result given; [ ] = another dose, or the depositor's remark.
SMILES,FXIIa inh,p97 ATPase inh,14-3-3 Bad inh,Mdm2 ligase inh,Rad51 HR inh,KLK5 inh,Wee1 stabilizer,FXIa inh 1536,eIF4E 4G PPI
Cc1nc2ccccc2c(=O)n1/N=C/c1ccc([N+](=O)[O-])o1,-0.1,-5.7,-1.4,6.5,2.6,-11.8,-1.8,-2.7,2.1
CSc1nc(-c2ccccc2)nn1S(=O)(=O)c1ccc(Cl)cc1,13.7,7.4,67.1[fluorescence artefact?],6.0,6.2,10.0,0.8,-18.9,-1.7
COc1ccc(NC(=O)C(=O)NCCCn2ccnc2)cc1,10.5,6.3,-7.0,8.9,2.4,5.9,-2.1,0.5,5.2
CCOC(=O)/C(N)=C/c1ncc(C(F)(F)F)cc1Cl,-5.7,-4.8,-23.7,-1.0,-1.0,-3.2,-1.3,1.7,8.9
Cc1cccc(-n2ncc3c(N(C)C4CCCCC4)ncnc32)c1,-0.6,nt,1.9,-86.3,0.4,2.1,nt,2.9,-22.3
CCCCC(=O)Nc1ccc(C(=O)NNC(=O)CCCOc2ccc(Cl)cc2Cl)cc1,-0.9,-4.1,13.0[fluorescence artefact?],-11.4,2.9,-1.1,-2.4,-6.8,0.4
CS(=O)(=O)c1ccc2nc(NC(=O)C3=NN(c4ccccc4)C(=O)CC3)sc2c1,11.0,3.9,-1.0,-6.1,16.1,5.4,-2.4,4.3,-1.0
COCCn1c(SCc2cc(C(C)=O)ccc2OC)nc2cc(Cl)ccc2c1=O,4.8,2.2,-0.9[fluorescence artefact?],-5.1,nt,-9.1,-1.2,-6.8,5.6
CC(=O)N1CCc2cc(S(=O)(=O)N3CCc4ccccc4C3)ccc21,9.8,-0.2,1.4[fluorescence artefact?],-22.3,-5.7,-14.8,1.3,0.2,7.8[fluorescence artefact?]
COc1ccc(OC)c(-n2c(-c3ccn[nH]3)n[nH]c2=S)c1,1.5,-2.0,4.0,-7.2,11.7,-4.8,-0.1,-5.0,-5.3
CCCS(=O)(=O)N1CCC(C(=O)N2CCN(Cc3ccccc3)CC2)CC1,-8.9,2.9,8.4,-8.3,1.0,0.6,3.3,-5.9,-3.8
COc1ccc(-n2cnnc2SCC(=O)Nc2cccc(S(=O)(=O)N3CCCCC3)c2)cc1,14.9,3.2,1.3,9.8,9.5,-11.2,-1.1,7.2,18.2
COc1ccc2c(C)cc(SC3CCOC3=O)nc2c1 (stereo not drawn),3.1,2.9,2.1,2.9,23.6,-2.7,2.4,-1.4,0.8
CCOC(=O)/C(=C\Nc1ccccc1C(F)(F)F)Sc1ncc(C(F)(F)F)cc1Cl,7.9,0.1,-18.4,-0.4,-10.7,-9.7,-1.4,9.0,3.6
Clc1ccccc1OCc1nn2c(-c3ccncc3)nnc2s1,10.7,-3.7,8.8,0.3,2.4,1.9,-1.9,-7.8,4.5
CC(C)(C)c1ccc(C(=O)Oc2ccc3c(c2)OCC3=O)cc1,16.9,-6.4,-8.8,nt,5.8,-6.2,0.5,-2.2,14.4
CCN1CCN(CCCNC(=O)c2ccc3c(c2)NC(=O)c2ccccc2S3)CC1,9.0,2.9,-1.1,-5.6,-0.3,-16.5,3.4,-1.3,-6.2
COc1ccc(OC)c(NC(=O)c2ccccc2NC(=O)c2ccco2)c1,4.7,0.8,4.2,-5.8,-1.6,-0.3,-0.4,-1.8,2.6
CSCCC(C(=O)Nc1ccc2c(c1)OCO2)N1C(=O)c2ccccc2C1=O (stereo not drawn),7.0,-8.8,-2.0,-5.6,-0.5,-38.3,-0.7,-6.0,-14.4
O=C(NN1C(=O)C2CC=C(Cl)CC2C1=O)c1ccncc1 (stereo not drawn),1.7,5.3,32.7,-9.9,16.5,-21.4,-3.6,19.9,6.3
CCOC(=O)c1c(NC(=O)N/N=C/c2ccccc2OCC)sc(C(C)=O)c1C,18.5,-4.0,51.5[fluorescence artefact?],-14.9,-8.4,-9.9,-0.1,21.8,-4.2
Cc1cc(NC(=O)c2cc(CC(C)C)on2)no1,5.6,8.0,3.9,-7.0,-0.9,2.2,-1.8,-3.4,-1.2
O=C(CO/N=C/c1ccccc1OC(F)F)NCc1ccco1,10.3,-1.9,2.0,nt,-85.2,-3.0,-1.7,0.0,-10.1
COC(Cn1c(-c2cccc(S(=O)(=O)N(C)C)c2)n[nH]c1=S)OC,7.4,4.5,-10.5,-4.2,7.9,2.2,2.8,-0.6,-0.5
O=C(O)CNS(=O)(=O)c1cc(Cl)c(Cl)cc1Cl,25.3,2.8,5.1,-9.7,0.8,-31.1,0.5,23.6,6.0
C/C(N)=C(/C#N)C(=O)COC(=O)C1Cc2ccccc2CN1S(C)(=O)=O (stereo not drawn),0.7,1.5,-18.9[fluorescence artefact?],-2.7,-2.1,4.4,-4.9,5.6,-17.4
CCOC(=O)C1CCCN(Cc2cn(C)nc2-c2ccc3c(c2)OCCO3)C1 (stereo not drawn),5.5,-0.8,-13.8,-1.8,6.8,-0.4,-0.9,-2.3,-1.6
CC(C)N=C(NC#N)SCC(=O)NC(C)(C)C,5.9,-5.4,-1.5,-9.2,-12.2,-6.7,1.1,-8.8,0.1
CCOc1ccc(NC(=S)C(C#N)=C2N(C)c3ccccc3N2C)cc1,4.6,-0.3,-1.4,4.2,3.2,-4.0,-2.1,-4.7,-3.4
O=C1C=C(NCCN2CCOCC2)CC(c2ccccc2)C1 (stereo not drawn),18.6,1.5,0.8[fluorescence artefact?],-4.4,-8.3,-8.3,3.8,-1.4,8.4[fluorescence artefact?]
O=C(COC(=O)CCc1ccc(S(=O)(=O)N2CCOCC2)cc1)NCc1ccc(Cl)cc1,6.8,-4.4,1.3,-1.9,-4.7,4.7,-1.4,1.0,-2.8
CCSc1nnc(NC(=O)Cc2ccc(OC)cc2)s1,21.8,-5.2,-9.3[fluorescence artefact?],-4.4,0.6,-4.3,-3.0,4.4,6.1
COc1cccc(C(=O)N2CCN(Cc3ccccc3C(F)(F)F)CC2)c1,14.1,-4.2,74.0*,-7.0,13.5,-5.3,0.0,-0.7,-1.4
CC1CCCC(NC(=O)CNC(=S)N(Cc2ccccc2)Cc2cccs2)C1C (stereo not drawn),1.6,-2.7,-2.6,-5.3,-0.9,-15.1,4.3,-4.6,1.4
O=c1c(F)cn(C2CCCO2)c(=O)n1Cc1ccc(Cl)cc1 (stereo not drawn),3.9,6.5,-1.9,nt,nt,nt,-0.9,0.8,1.5
COC(=O)c1c(NC(=O)C2CCCCC2C(=O)O)sc2c1CCCCC2 (stereo not drawn),9.0,1.4,-7.6,0.8,7.9,2.2,-1.5,5.1,-5.1
Cc1cccc(C)c1NC(=O)CSc1nnc(-c2ccncc2)n1Cc1ccco1,14.6,3.7,2.2,-13.5,-3.5,-17.3,6.0,4.3,4.0
CN(C)CC(c1ccccc1)c1ccccc1,4.4,6.5,-4.0,-8.7,10.4,-1.0,2.7,-1.6,1.0
COc1ccc(OC2OC3COC(C)(C)OC3C(O)C2NC(C)=O)cc1 (stereo not drawn),13.5,2.3,5.9,6.0,14.0,-8.3,1.9,6.4,-4.7
O=C(c1cc2c(s1)CCCC2)n1cccn1,0.4,9.3,0.9,-5.1,-0.7,-2.7,-1.9,0.3,-18.2
CC1C(=O)CCC1(C(=O)O)c1ccccc1 (stereo not drawn),15.1,-3.1,8.1,-13.6,12.7,-20.6,3.0,4.3,7.9
CCOC(=O)c1c(C)[nH]c(C(=O)CN2C(=O)NC(C)(c3ccc(C)cc3)C2=O)c1C (stereo not drawn),12.1,nt,9.6,-9.0,-11.5,0.5,nt,7.6,-2.8
COc1cccc(N=C2CC(C)(C)CC(=O)/C2=C(/O)c2ccccc2)c1,3.7,1.4,0.3,1.6,nt,-1.5,0.8,0.6,-0.5
CCCCSc1nnc(CCC)n1N,11.0,3.5,-2.1,-5.1,-0.6,-17.0,0.4,3.2,0.8
CC(C)[C@H](CO)Nc1nc(NCc2ccc(S(N)(=O)=O)cc2)c2ncn(C(C)C)c2n1,5.8,nt,-2.3,14.9,-0.5,-0.4,nt,-0.6,-3.9
CCOc1cc(C(N)=O)cc(Br)c1OCc1ccccc1,0.7,-2.6,-8.9,-20.9,-2.2,-0.6,2.0,11.9,-4.8
CCOC(=O)C1=C(CNCc2ccc(C)cc2)NC(=O)NC1c1ccc(OC)cc1 (stereo not drawn),15.1,-0.4,8.2,4.3,-3.2,5.4,2.7,8.1,-2.4
CC(=O)C1=C(C)NC(=O)CC1c1ccccc1Cl (stereo not drawn),5.0,-3.5,4.5,-6.2,17.6,-5.5,-0.1,-2.4,1.2
CCC(=O)c1ccccc1OCCCN1C(=O)NC(C)(C)C1=O,6.5,-4.7,-5.0[fluorescence artefact?],-11.5,-7.4,-17.3,-1.3,-3.1,-0.9[fluorescence artefact?]
NC(=O)Nc1ccc(C(=O)OCC(=O)NC2CCCCC2)cc1,11.1,7.9,-9.2,-15.6,3.7,2.6,-2.1,3.9,-1.0
O=C(CSc1nnc(-c2cccs2)n1-c1ccccc1)NCc1ccco1,17.8,4.0,7.8,-5.3,0.0,-0.5,-1.2,3.4,1.4
O=C(/C=C/c1ccc(F)cc1)NC(=S)NNC(=O)c1cccnc1,-1.1,4.1,-19.2,-4.5,2.5,-108.0,-0.2,-4.5,1.8[fluorescence artefact?]
Cc1ccccc1CN1CCN(CC(=O)NCc2ccco2)C1=O,2.1,-1.2,4.7,-2.9,16.0,28.4,-1.7,15.0,3.5
COc1ccc(CN(Cc2cccn2C)S(=O)(=O)c2ccc(F)cc2)cc1,6.2,-0.6,3.6,1.3,16.1,6.2,10.9*,12.7,3.0
Clc1ccc(Sc2cc(Cl)c(-c3ccccc3)nn2)cc1,8.2,0.8,-10.4,0.3,7.8,-17.4,-1.0,3.3,10.8
COc1cccc(NC(=O)Nc2nnc(CC(=O)NCc3ccccc3)s2)c1,4.1,5.0,7.5,nt,10.5,-2.0,-0.7,-1.2,-4.2
O=C(CCCCCn1c(=S)[nH]c2ccc(N3CCOCC3)cc2c1=O)NCCc1ccccc1,10.1,3.9,-30.1[fluorescence artefact?],-2.0,-6.0,-19.7,-0.5,7.6,6.3

# Marked active in 14-3-3 Bad inh, among the entries above:
SMILES,FXIIa inh,p97 ATPase inh,14-3-3 Bad inh,Mdm2 ligase inh,Rad51 HR inh,KLK5 inh,Wee1 stabilizer,FXIa inh 1536,eIF4E 4G PPI
COc1cccc(C(=O)N2CCN(Cc3ccccc3C(F)(F)F)CC2)c1,14.1,-4.2,74.0*,-7.0,13.5,-5.3,0.0,-0.7,-1.4
